MrgX1 PAM – positive allosteric modulators of MrgX1, primary screen, HEK293 cells, Fluo-4 calcium flux; Mas-related G-protein coupled receptor member X1 (Homo sapiens), Q96LB2; FDSS; hits give high values; B-score at 10 µM; actives 0.63% (n = 310,000);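 active means plate-corrected calcium response at least 3 library SD above typical, normal starting fluorescence, not activating the receptor alone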;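 further: compound read alongside a low EC10 to EC30 dose of BAM8-22 agonist; peak minus trough fluorescence over baseline measured at the second addition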
Target sequence (Q96LB2 whole entry, looked up): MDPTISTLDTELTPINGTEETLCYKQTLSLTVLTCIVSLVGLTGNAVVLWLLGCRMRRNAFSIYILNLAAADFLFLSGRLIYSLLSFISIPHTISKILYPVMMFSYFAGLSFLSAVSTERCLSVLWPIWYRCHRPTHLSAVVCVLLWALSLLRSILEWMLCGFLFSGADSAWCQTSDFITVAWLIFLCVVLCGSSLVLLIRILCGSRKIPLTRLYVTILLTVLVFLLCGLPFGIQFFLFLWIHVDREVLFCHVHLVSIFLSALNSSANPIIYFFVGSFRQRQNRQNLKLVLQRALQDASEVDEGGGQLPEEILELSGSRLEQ
ANO1 activ – TMEM16A chloride channel activators or potentiators, primary screen, cell-based, HTS | Anoctamin-1 (Mus musculus), Q8BHY3 | HEK293 TMEM16A/YFP-H148Q/I152L, iodide quench fluorescence; hits give low values | B-score at 10 µM | actives 0.3% (n = 340,000) | AID 623877, 2012;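 active means fluorescence-ratio B-score plate-corrected deviation score at least 3 library SD below zero, with starting fluorescence score within 5 deviations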;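 further: channel opened by trigger with iodide after compound preincubation; score built on the fluorescence ratio of max minus min over baseline; more negative score means more quench and so TMEM16A activation or potentiation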
KCNQ1 act – potentiators or activators of KCNQ1 channel, primary screen, cell-based, thallium flux, high-throughput | CHO-K1 KCNQ1, thallium flux FluxOR fluorescence; hits give high values | B-score at 10 µM | Potassium voltage-gated channel subfamily KQT member 1 (Homo sapiens), P51787 | AID 2648, 2010 | actives 0.35% (n = 310,000);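 active means fluorescence ratio B-score, a plate-corrected score, at least three library SD, with initial intensity B-score within 5 SD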
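assay system = CHO-K1 cells stably expressing KCNQ1 | medium = assay buffer, equal DMSO in all wells | timing = 37 °C overnight plating, 90-min dark dye load, 20-min compound pretreatment | measured by = kinetic FluxOR thallium fluorescence, 10-s 1-Hz baseline, 110-s post-stimulus read | measure = fluorescence change relative to baseline, converted to B score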
MrgX1 agonist – agonists of human MrgX1 receptor, primary screen, HEK293 cells, Fluo-4 calcium flux | Fluo-4 calcium fluorescence, agonist mode; hits give high values | AID 588627, 2011 | Mas-related G-protein coupled receptor member X1 (Homo sapiens), Q96LB2 | actives 0.44% (n = 310,000) | B-score at 10 µM;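 active means calcium response B-score plate-corrected fluorescence ratio at least 3 library SD, with starting fluorescence B-score inside 5 SD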
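Material: MrgX1-expressing HEK293 cells / Dosing: compound as first of three additions / Incubation: overnight seeding, then 1 h dark dye loading / Signal: Fluo-4 NW calcium fluorescence / Evaluation: B-scored fluorescence response ratio / Benchmarks: positive and negative control wells on each plate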
KCNQ1 block – inhibitors of human KCNQ1 channel, primary screen, cell-based, thallium flux, high-throughput. Potassium voltage-gated channel subfamily KQT member 1 (Homo sapiens), P51787. CHO-K1 KCNQ1, FluxOR thallium flux fluorescence; hits give high values. B-score at 10 µM. actives 1.3% (n = 310,000). AID 2642, 2010;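 active means compounds whose thallium flux B-score, printed positive for inhibition, exceeds three library SD while starting fluorescence stays within three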;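 further: channel opened by potassium depolarization with thallium stimulus after 20 min compound exposure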
hERG rescue – hERG rescue from dofetilide block, primary screen, cell-based, CHO-hERG, FluxOR thallium flux, dofetilide IC70; Voltage-gated inwardly rectifying potassium channel KCNH2 (Homo sapiens), Q12809; dofetilide IC70 present; activation (rescue from dofetilide block), less the hit threshold, % at 10 µM; actives 0.51% (n = 310,000); AID 1511, 2009;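 active means activation above the mean of controls blocked by dofetilide plus 5 SD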;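 further: thallium influx through hERG after potassium depolarization seen as dye fluorescence rise; in these data hits start at about 4.7%; inactives centre near -7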
KCNK9 block – KCNK9 potassium channel inhibitors, primary screen, HEK293 cells, thallium flux | actives 1.2% (n = 310,000) | AID 488922, 2010 | FluxOR thallium flux fluorescence; hits give low values | B-score at 10 µM | Potassium channel subfamily K member 9 (Homo sapiens), Q9NPC2;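 active means ratio B-score over 3 SD below the library mean, with starting fluorescence within 5 SD of its mean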;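 further: negative B-score means less thallium flux so channel inhibition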
Target sequence (Q9NPC2 whole entry, looked up): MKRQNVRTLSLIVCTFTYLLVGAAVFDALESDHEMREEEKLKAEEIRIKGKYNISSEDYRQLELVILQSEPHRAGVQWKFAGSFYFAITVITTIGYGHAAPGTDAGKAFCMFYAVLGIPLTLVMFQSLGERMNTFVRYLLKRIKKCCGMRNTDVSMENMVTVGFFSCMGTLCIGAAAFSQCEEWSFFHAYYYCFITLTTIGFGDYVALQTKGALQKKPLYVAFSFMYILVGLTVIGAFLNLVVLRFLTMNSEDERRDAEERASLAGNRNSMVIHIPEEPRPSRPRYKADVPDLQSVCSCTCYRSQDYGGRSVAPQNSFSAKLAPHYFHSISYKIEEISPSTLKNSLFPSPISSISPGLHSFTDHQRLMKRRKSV
ANO1 block – TMEM16A chloride channel inhibitors, primary screen, cell-based, HTS. HEK293 TMEM16A/YFP iodide influx fluorescence, ionomycin. normalized B-score (activity score, 25-100; higher = stronger inhibition) at 10 µM. actives 1.2% (n = 310,000);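 active means ratio plate-corrected score three or more library SD toward inhibition, starting fluorescence score within five deviations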;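 further: score derived from kinetic fluorescence span divided by baseline fluorescence per well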
RGS4 inh – RGS4 inhibitors, primary screen, cell-based, HEK293 M3R inducible RGS4, calcium flux; actives 0.45% (n = 310,000); B-score at 10 µM; Fluo-4 calcium flux; hits give high values; triggered by carbachol at its EC20; Regulator of G-protein signaling 4 (Homo sapiens), P49798;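 active means B-score, a plate-corrected calcium signal, over three deviations above library mean, with baseline fluorescence within five deviations of library mean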;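 further: RGS4 expression induced by doxycycline in cells with stable M3 receptor; B-score is computed from the integrated fluorescence ratio over baseline after carbachol; higher B-score means a larger calcium signal and so more RGS4 inhibition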
RGS4 pot – RGS4 potentiators or activators, primary screen, cell-based, HEK293 M3R inducible RGS4, calcium flux | carbachol calcium flux Fluo4; hits give low values | actives 0.92% (n = 310,000) | B-score at 10 µM;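 active means B-score of the integrated calcium signal more than 4 SD below the library mean, with starting fluorescence not abnormally high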;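 further: negative B-score means reduced calcium response which marks RGS4 activation or potentiation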
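Reagent: ECmax carbachol challenge; Test system: M3R-expressing HEK293 line, RGS4 induced by doxycycline; Schedule: overnight RGS4 induction, 30 min dye load 37 °C, 20 min compound RT; Detection: calcium dye Fluo4 fluorescence; Read-out: Agonist-evoked peak-minus-minimum fluorescence over baseline, integrated ratio, B score.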
KCNK3 block – human KCNK3 channel inhibitors, primary screen, CHO cells, FluxOR thallium flux, B-score; actives 0.84% (n = 340,000); FluxOR fluorescence; hits give low values; AID 602410, 2012; B-score at 10 µM; Potassium channel subfamily K member 3 (Homo sapiens), O14649;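 active means B-score under library mean minus 4 SD, starting fluorescence ratio at most library mean plus 5 SD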;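 further: more negative B-score means stronger inhibition of thallium flux through KCNK3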
Target sequence (O14649 whole entry, looked up): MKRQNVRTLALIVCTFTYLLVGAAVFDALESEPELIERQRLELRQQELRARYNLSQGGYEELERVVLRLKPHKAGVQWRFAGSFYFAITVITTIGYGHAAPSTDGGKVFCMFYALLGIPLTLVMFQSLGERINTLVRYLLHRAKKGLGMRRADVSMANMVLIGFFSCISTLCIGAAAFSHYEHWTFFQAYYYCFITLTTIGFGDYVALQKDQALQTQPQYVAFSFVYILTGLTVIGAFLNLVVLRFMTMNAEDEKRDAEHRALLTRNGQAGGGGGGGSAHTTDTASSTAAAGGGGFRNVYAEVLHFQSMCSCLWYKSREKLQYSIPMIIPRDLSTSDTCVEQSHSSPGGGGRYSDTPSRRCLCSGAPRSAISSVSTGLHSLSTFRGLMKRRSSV
Active calls of the source: *; i = inactive; · = not tested or not shown.

Every second line gives: MrgX1 PAM	ANO1 activ	KCNQ1 act	MrgX1 agonist	KCNQ1 block	hERG rescue	KCNK9 block	ANO1 block	RGS4 inh	RGS4 pot	KCNK3 block
[1] COc1cc2c(cc1OC)C(c1ccc(SC)cc1)CC(=O)N2 (stereo not drawn)
→ i	i	i	i	i	-5	i	i	i	i	i
[2] O=C(NCc1ccccc1Cl)c1ccc2c(=O)n(CC3CCCO3)c(=S)[nH]c2c1 (stereo not drawn)
→ i	i	i	i	i	-13	i	i	i	i	i
[3] Cc1ccc(S(=O)(=O)N2CCCCC2)cc1C(=O)NCCc1ccccc1
→ i	i	i	i	i	-3	i	i	i	i	i
[4] O=C(NCc1cccs1)c1cc(-c2ccccc2)nc2ccccc12
→ i	i	i	i	i	-8	i	i	i	i	i
[5] COc1ccc(C(CC(=O)Nc2ccc(C)cc2)NC(=O)C(F)(F)F)cc1 (stereo not drawn)
→ i	i	i	i	i	-6	i	i	i	i	i
[6] COc1ccc(C(=O)N2CCCC(c3nc(-c4ccc(OC)c(OC)c4)no3)C2)c(OC)c1 (stereo not drawn)
→ i	i	i	i	i	-8	i	i	i	i	i
[7] COc1ccccc1C1CC(c2ccc(NS(C)(=O)=O)cc2)=NN1S(=O)(=O)c1ccccc1 (stereo not drawn)
→ i	i	i	i	i	-9	i	i	i	i	i
[8] Cc1ccc(S(=O)(=O)c2ncccc2N)cc1
→ i	i	i	i	i	-4	i	i	i	i	i
[9] Cc1ccc2ccc(S(=O)(=O)n3nc(C)cc3C)cc2c1
→ i	i	i	i	i	-3	i	i	i	i	i
[10] CCCC(=O)N1CCN(c2ccc(NC(=O)c3ccccc3)cc2)CC1
→ i	i	i	i	i	-10	i	i	i	i	i
[11] COc1ccc(NC(=O)CSCC(=O)N2CCCc3ccccc32)cc1
→ i	i	i	i	i	-15	i	i	i	i	i
[12] CCN(CC)CCCN(Cc1cc2cc3c(cc2[nH]c1=O)OCO3)C(=S)Nc1ccccc1
→ i	i	i	i	i	-5	i	i	i	i	i
[13] CCOC(=O)c1c(C)c(C#N)c2c3ccccc3ccn12
→ i	i	i	i	i	-7	i	i	i	i	i
[14] Cn1c(=O)oc2cc(S(=O)(=O)N3CCC(C(=O)N4CCc5ccccc5C4)CC3)ccc21
→ i	i	i	i	i	-7	i	i	i	i	i
[15] O=C(COC(=O)/C=C/c1ccccc1)NCc1ccc(Cl)cc1
→ i	i	i	i	i	-5	i	i	i	i	i
[16] CCOC(=O)[C@H]1[C@H]2COc3cc(OC)ccc3[C@@H]2N2C(=O)c3ccc(F)cc3NC(=O)[C@@]12C
→ i	i	·	i	·	·	·	i	·	·	i
[17] N/N=c1\sc2ccccc2n1-c1ccccc1
→ i	i	i	i	i	-9	i	i	i	i	i
[18] O=C(Nc1nnc(-c2ccccc2Cl)o1)c1cccnc1
→ i	i	i	i	i	-8	i	i	i	i	i
[19] O=C(CNC(=O)Cc1ccccc1)NCc1cccc(C(F)(F)F)c1
→ i	i	i	i	i	-10	i	i	i	i	i
[20] O=C(c1ccc(=O)[nH]n1)N1CCc2ccccc2C1
→ i	i	i	i	i	-7	i	i	i	i	i
[21] CCN(CC(=O)Nc1cc(OC)ccc1OC)Cc1nc2ccccc2c(=O)[nH]1
→ i	i	i	i	i	-3	i	i	i	i	i
[22] C/C(=N\NC(=O)c1nnn(-c2nonc2N)c1-c1ccc2c(c1)OCO2)c1ccc(F)cc1
→ i	i	i	i	i	0	i	i	i	i	i
[23] CCNc1nc(NCC)n2c(SCC(=O)Nc3ccccc3[N+](=O)[O-])nnc2n1
→ i	i	i	i	i	-7	i	i	i	i	i
[24] Cc1ccc2nsnc2c1S(=O)(=O)N1CCCC1C(=O)O (stereo not drawn)
→ i	i	i	i	i	-7	i	i	i	i	i
[25] O=C(Cc1ccc2c(c1)OCCO2)N1CCN(S(=O)(=O)c2ccccc2C(F)(F)F)CC1
→ i	i	i	i	i	-6	i	i	i	i	i
[26] Cn1c(CN2CCOCC2)nnc1SCC(=O)Nc1ccc([N+](=O)[O-])cc1O
→ i	i	i	i	i	-6	i	i	i	i	i
[27] O=C(CSc1ncnc2c1cnn2Cc1ccccc1)Nc1ccc2c(c1)OCCO2
→ i	i	i	i	i	-3	i	i	i	i	i
[28] C=CCn1c(N)c(C(=O)N2CCN(C)CC2)sc1=S
→ i	i	i	i	i	-10	i	i	i	i	i
[29] O=C(O)c1cc([N+](=O)[O-])ccc1NCCO
→ i	i	i	i	i	-3	i	i	i	i	i
[30] O=C(Cn1c(=O)oc2cc(S(=O)(=O)N3CCCC3)ccc21)N1CCN(c2ccccc2F)CC1
→ i	i	i	i	i	-11	i	i	i	i	i
[31] O=C(N/N=C/c1coc2ccccc2c1=O)c1ccccc1
→ i	i	i	i	i	-14	i	i	i	i	i
[32] CCN(CC)CCNC(=O)c1ccc2c(c1)ncn2C1CCCCC1
→ i	i	i	i	i	1	i	i	i	i	i
[33] CC(=O)Nc1ccc(C=C(C(C)=O)C(C)=O)cc1
→ i	i	i	i	i	-5	i	i	i	i	i
[34] CC1SC(=S)N(c2ccc(N(C)C)cc2)C1=O (stereo not drawn)
→ i	i	i	i	i	-11	i	i	i	i	i
[35] Nc1no[n+]([O-])c1-c1ccccc1
→ i	i	i	i	i	-12	i	i	i	i	i
[36] COc1ccc(N2CCN(C(=O)COc3ccc4c(C)c(C)c(=O)oc4c3C)CC2)cc1
→ i	i	i	i	i	-6	i	i	i	i	i
[37] OCCC1CN(Cc2ccc3nsnc3c2)CCN1CCc1ccccc1 (stereo not drawn)
→ i	i	i	i	i	-6	i	i	i	i	i
[38] COc1ccc(OC)c(NC(=O)c2cc3ccccc3o2)c1
→ i	i	i	i	i	-3	i	i	i	i	i
[39] O=C(c1ccco1)N1CCN(C(=O)C2(S(=O)(=O)c3ccc(Cl)cc3)CC2)CC1
→ i	i	i	i	i	-12	i	i	i	i	i
[40] CCCCNC(=O)CSc1nc2ccccc2c(=O)n1CC1COc2ccccc2O1 (stereo not drawn)
→ i	i	i	i	i	-18	i	i	i	i	i
[41] Cc1sc2c(c1C)c(=O)n(-c1ccccc1)c1nncn21
→ i	i	i	i	i	-14	i	i	i	i	i
[42] O=C(CSc1nnnn1Cc1ccccc1)Nc1cccc(F)c1
→ i	i	i	i	i	-14	i	i	i	i	i
[43] O=C(Oc1ccc(O)cc1)C12CC3CC(CC(C3)C1)C2
→ i	i	i	i	i	-8	i	i	i	i	i
[44] O=C(c1cccs1)N1CCN(c2ccc(Cl)cc2)CC1
→ i	i	i	i	i	-4	i	i	i	i	i
[45] COC(=O)C(NC(=O)CNS(=O)(=O)c1ccc(Br)cc1)c1ccccc1 (stereo not drawn)
→ i	i	i	i	i	-2	i	i	i	i	i
[46] CN(Cc1ccccc1)C(=O)CC(c1ccccc1)c1cc(Cl)ccc1O (stereo not drawn)
→ i	i	i	i	i	-9	i	i	i	i	i
[47] CC(C)c1ccc(C(=O)NN2CCOCC2)cc1
→ i	i	i	i	i	-5	i	i	i	i	i
[48] O=S(=O)(NC1CCCCC1)c1ccc(Cl)s1
→ i	i	i	i	i	-6	i	i	i	i	i
[49] Cc1cc(C(=O)COc2ccc(C#N)cc2)c(C)n1C1CC1
→ i	i	i	i	i	-9	i	i	i	i	i
[50] CCCC(=O)Nc1nc2nc(-c3ccccc3)cc(=O)n2[nH]1
→ i	i	i	i	i	-4	i	i	i	i	i

The list goes on.
Every second line gives: MrgX1 PAM	ANO1 activ	KCNQ1 act	MrgX1 agonist	KCNQ1 block	hERG rescue	KCNK9 block	ANO1 block	RGS4 inh	RGS4 pot	KCNK3 block
[51] COc1ccc2c(c1)c(CC(=O)NCc1cc([N+](=O)[O-])ccc1O)c(C)n2C(=O)c1ccc(Cl)cc1
→ i	i	i	i	11*	-23	i	100*	i	i	-13*
[52] O=C(CCS(=O)(=O)c1ccccc1)Nc1nnc(C(F)(F)F)s1
→ i	i	i	i	i	-6	i	i	i	i	i
[53] COC(=O)C1=C(C)NC(=O)NC1c1ccco1 (stereo not drawn)
→ i	i	i	i	i	1	i	i	i	i	i
[54] Cc1ccc(C)c2nc(Cl)c(C3NC(=O)c4ccccc4N3)cc12 (stereo not drawn)
→ i	i	i	i	i	-21	i	i	i	i	i
[55] CCN(CC)C(=O)/C(=C\c1cccc([N+](=O)[O-])c1)NC(=O)c1ccco1
→ i	i	i	i	i	1	i	i	i	i	i
[56] CCOc1[nH]n(-c2ccccc2)c(=O)c1C=NCc1ccncc1
→ i	i	i	i	i	-8	i	i	i	i	i
[57] c1ccc(Cn2nnc3c(N4CCCC4)ncnc32)cc1
→ i	·	i	i	i	-9	i	i	i	i	i
[58] CN(C)c1ccc(P(=O)(CC(=O)N/N=C/c2ccc(C#N)cc2)OCCCl)cc1 (stereo not drawn)
→ i	i	i	i	i	-7	i	i	i	i	i
[59] COc1ccc2c(c1)[C@H]1[C@H](CO2)[C@H](c2ccccc2)[C@]2(C)C(=O)Nc3cc(F)c(F)cc3C(=O)N12
→ i	i	·	i	·	·	·	i	·	·	i
[60] CC1=NN(c2ccc([N+](=O)[O-])cc2)C(c2ccccc2)C1 (stereo not drawn)
→ i	i	i	i	i	-15	i	i	i	i	i
[61] Cn1cc(S(=O)(=O)Nc2ccc(Cl)cc2Cl)c(=O)n(C)c1=O
→ i	i	i	i	i	-8	i	i	i	i	i
[62] O=C(COc1ccc(F)cc1Br)N1CCc2ccccc21
→ i	i	i	i	i	-3	i	i	i	i	i
